Bioassay records from PubChem.
NCOA2 inhibitor = human SRC2 (NCOA2) inhibition; AID 651957; Q15596; HEK293 GAL4-SRC2 luciferase reporter, luminescence; 370,000 compounds, 0.17% hits; inhibition, % at 9 µM;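 active = inhibition above the mean inhibition of all tested compounds plus 3 SD, set per campaign, cut at about 52% in these data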;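 note: 0% = DMSO treated cells and 100% = cells given Gossypol at 36 µM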
MC4R barr agon = human MC4R agonism via beta-arrestin; P32245; U2OS MC4R beta-arrestin complementation, luminescence; percent of melanotan II response, DMSO zero; activation, % at 8.9 µM; 360,000 compounds, 0.98% hits;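 active = activation above a per-plate cutoff, the mean activation of sample wells on that plate plus 3 SD, cut at about 8% in these data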
Target sequence (P32245 whole entry, looked up): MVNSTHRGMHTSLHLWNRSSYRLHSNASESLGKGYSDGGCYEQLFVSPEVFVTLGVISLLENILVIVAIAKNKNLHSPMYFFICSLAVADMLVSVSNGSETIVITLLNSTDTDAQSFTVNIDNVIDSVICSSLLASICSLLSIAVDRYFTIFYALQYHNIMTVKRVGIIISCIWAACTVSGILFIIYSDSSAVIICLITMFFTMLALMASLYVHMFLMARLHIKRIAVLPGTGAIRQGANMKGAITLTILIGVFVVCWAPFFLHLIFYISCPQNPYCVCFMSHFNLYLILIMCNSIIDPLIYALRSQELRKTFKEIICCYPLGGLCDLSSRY
SRC1 inh = inhibitors of human steroid receptor coactivator 1 (SRC1). Q15788. HEK293 GAL4-SRC1 luciferase reporter, luminescence. inhibition, % at 3.6 µM. 360,000 compounds, 0.12% hits. AID 588354;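 active = inhibition above the campaign mean plus 3 SD, with each screening campaign given its own cutoff, cut at about 60% in these data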;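 note: 0% = DMSO treated cells and 100% = gossypol at 36 µM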
TLR9-MyD88 block = TLR9-MyD88 interaction inhibition; inhibition, % at 4.98 µM; CHO BLA complementation TLR9-MyD88, CCF4 FRET ratio; Q9NR96+Q99836; 340,000 compounds, 0.21% hits; AID 504734;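 active = inhibition above the mean over all tested compounds plus 3 SD, cut at about 21% in these data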;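 note: 0% = DMSO only wells and 100% = clavulanate BLA inhibitor control wells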
NR2F2 inh = NR2F2 (human) inhibition, primary screen | AID 686940 | HEK293T NGFI-A luciferase reporter, luminescence | P24468 | 370,000 compounds, 0.7% hits | inhibition, % at 8.6 µM;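 active = inhibition above a per-plate cutoff, mean inhibition of test wells between control levels plus 3 SD, cut at about 38% in these data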;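 note: cells cotransfected with COUP-TFII expression vector driving the NGFI-A reporter; 0% = median of COUP-TF2 test wells and 100% = reporter-only cells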
Target sequence (P24468 whole entry, looked up): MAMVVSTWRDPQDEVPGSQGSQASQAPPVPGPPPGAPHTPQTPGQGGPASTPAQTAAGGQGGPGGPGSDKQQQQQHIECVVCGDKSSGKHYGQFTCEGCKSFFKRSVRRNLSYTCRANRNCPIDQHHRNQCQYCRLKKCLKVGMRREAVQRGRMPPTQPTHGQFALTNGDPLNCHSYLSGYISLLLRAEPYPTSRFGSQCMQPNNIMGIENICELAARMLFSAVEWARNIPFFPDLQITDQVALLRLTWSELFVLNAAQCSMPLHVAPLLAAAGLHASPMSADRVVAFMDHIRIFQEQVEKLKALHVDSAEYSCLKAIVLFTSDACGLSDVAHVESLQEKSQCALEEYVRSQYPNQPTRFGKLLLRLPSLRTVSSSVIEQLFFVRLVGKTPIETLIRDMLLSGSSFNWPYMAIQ
NCOA3 inh = inhibits human SRC3 coactivator; 360,000 compounds, 0.17% hits; HEK293 GAL4-SRC3 luciferase reporter, luminescence; Q9Y6Q9; inhibition, % at 3.6 µM;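 active = inhibition above a per-campaign cutoff, the mean of all compounds plus 3 SD, cut at about 60% in these data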;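 note: 0% = DMSO-treated cells and 100% = gossypol-treated cells at 36 µM; higher means less SRC3-driven luciferase light from the GAL4 reporter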
LMP1 NFkB inh = Epstein-Barr LMP1 NF-kappaB reporter inhibition; LMP1-induced NF-kappaB luciferase reporter cells, luminescence; inhibition, % at 12.5 µM; 350,000 compounds, 0.69% hits; in the data active = inhibition above about 41%;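 note: 0% = neutral control wells and 100% = reference inhibitor control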
LRH-1 inv ag = NR5A2 inverse agonism in reporter assay | O00482 | inhibition, % at 3.6 µM | HEK293T StAR-luciferase reporter, LRH-1 transfected, 24 h | AID 602396 | 360,000 compounds, 0.13% hits;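 active = inhibition above the mean inhibition of all tested compounds plus 3 SD, cut at about 73% in these data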;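 note: 0% = DMSO wells and 100% = reporter-only cells lacking LRH-1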
ABHD5 PLIN5 PPI = ABHD5-PLIN5 protein interaction inhibition | AID 602281 | Split G. princeps luciferase complementation, luminescence, 4 h | inhibition, % at 4 µM | 360,000 compounds, 0.78% hits | Q00G26+Q8WTS1;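 active = inhibition above the mean inhibition across every tested compound plus 3 SD, cut at about 22% in these data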;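 note: 0% = DMSO only wells and the 100% control is not disclosed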
MC4R antagonist = antagonists of human melanocortin 4 receptor (MC4R); MC4R-expressing cells, MTII-stimulated cAMP, LANCE TR-FRET; P32245; inhibition, % at 6.5 µM; 360,000 compounds, 0.48% hits;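 active = inhibition above its plate's cutoff, the mean of tested wells on that plate plus 3 SD, cut at about 29% in these data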;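 note: 0% = Melanotan II alone and 100% = Melanotan II plus saturating MCL0020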
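Assay system: human MC4R-expressing U2OS cells; reagent: Melanotan II stimulation of cells; dosing: 6.5 µM single dose; timing: compound 30 min, challenge 1 h, detection 1 h; signal: TR-FRET cAMP assay; replicates: one well per compound, no replicates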
NOD2 RIPK2 PPI = NOD2-RIPK2 protein interaction inhibition; O43353; CHO BLA complementation NOD2-RIPK2, CCF4 ratio; inhibition, % at 4.98 µM; 360,000 compounds, 0.38% hits; AID 624267; in the data active = inhibition above about 21%;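 note: 0% = vehicle only and 100% = reference blocker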
* hit, by the source's call; · = no result given.

SMILES	NCOA2 inhibitor	MC4R barr agon	SRC1 inh	TLR9-MyD88 block	NR2F2 inh	NCOA3 inh	LMP1 NFkB inh	LRH-1 inv ag	ABHD5 PLIN5 PPI	MC4R antagonist	NOD2 RIPK2 PPI
COc1ccc(NC(=O)c2cc(C3CCCCN3S(=O)(=O)Cc3ccccc3)on2)cn1 (stereo not given)	-38	-0.6	-43	·	-36	-47	·	-35	-4	14	2
Cc1ccc(S(=O)(=O)/N=C2/NC(=O)/C(=C/c3ccccc3)S2)cc1	-13	0.2	-10	1	-7	6	-3	-3	9	16	0
CSc1ncccc1C(=O)OCc1nc2ccsc2c(=O)[nH]1	-24	-0.6	-6	-6	-5	-14	7	-3	5	6	-4
O=C(Nc1ncccn1)c1cccs1	-17	-0.7	-17	11	12	-38	-1	-2	-1	3	2
CC(=O)c1ccc(-c2ccc(C(=O)N3CCC(C(N)=O)CC3)o2)cc1	-48	-0.7	-45	5	-33	-43	-8	-37	17	10	-6
CCn1cc(Cl)c(C(=O)Nc2ccc(OC)c(OC)c2)n1	-42	-0.8	-25	8	-2	-4	8	-14	4	0	-3
COC(=O)c1ccccc1NC(=O)/C=C/C(=O)O	-47	-1.6	0	-7	4	-4	2	4	3	17	-2
COc1ccc(C)cc1N(CC(=O)Nc1cccnc1)S(=O)(=O)c1ccccc1	-40	-2.3	2	0	7	5	7	1	-3	16	-4
COc1cccc(OC)c1C(=O)Nc1ccc2c3c(cccc13)CC2	-30	-0.9	-40	-6	4	-18	2	-1	3	2	-11
CCOc1ccc(-c2nc(C#N)c(N3CCN(CC)CC3)o2)cc1	11	-0.3	4	-3	-7	1	7	14	1	4	-5
CCCNC(=O)C(Cc1ccccc1)NS(=O)(=O)c1ccc2c(c1)c(=O)n(C)c(=O)n2C (stereo not given)	-26	1.2	-9	-3	17	-12	-4	-1	1	7	-10
Cc1cc(Cl)cc(C)c1OCCCCCn1ccnc1	15	-0.1	-114	-1	-10	-13	-8	3	-5	4	-3
CCOc1ccc(NC(=O)COC(=O)CCN2C(=O)C3CC=CCC3C2=O)cc1OCC (stereo not given)	-2	1.7	-3	1	13	-1	-2	-8	8	4	1
COc1ccc2c(C)cc(SCC(=O)NCCN3C(=O)CSC3=O)nc2c1	-6	-0.7	-14	1	5	2	-10	3	0	3	-9
CN(Cc1nc(-c2cccs2)no1)CC(O)c1ccccc1 (stereo not given)	-17	3.8	-24	5	-19	-13	-13	-36	9	0	-2
O=C(CCCc1ccncc1)c1ccccc1	-54	1.6	-57	-18	-26	-95	-6	-39	5	20	2
CCN(CC)CC(C)(C)NS(=O)(=O)c1ccc(Cl)cc1	-17	-1.0	7	-1	19	11	1	11	5	0	-7
CN1CCN(C2Cc3ccccc3Sc3ccc(Cl)cc32)CC1 (stereo not given)	-10	4.3	-15	-7	4	19	-3	5	17	-2	14
CC1CCCN(C(=O)CN2C(=O)NC3(CCCCC3C)C2=O)C1 (stereo not given)	-9	-0.1	-16	-3	11	-4	0	19	2	7	1
CS(=O)(=O)N1CCN(c2ccccc2NC(=O)CSc2ccc(Cl)cc2)CC1	14	-1.9	14	-8	-10	7	5	22	1	-10	3
COc1cc2ccccc2cc1C(=O)N1CCN(c2ccccc2O)CC1	4	2.7	9	3	-33	14	-2	-19	1	11	-6
O=C(CC1C(=O)NCCN1CC1CCCCC1)NCc1cccc(F)c1F (stereo not given)	-1	2.6	2	3	-6	11	1	5	6	30*	7
O=S(=O)(Nc1ccc(N2CCOCC2)cc1)c1ccc(F)cc1F	-11	0.6	10	1	5	10	3	-3	0	1	-3
COc1ccc(-n2c(SCC(N)=O)nc3sc4c(c3c2=O)CCN(C)C4)cc1	-1	1.7	-5	2	-2	14	-4	18	6	-1	1
CC(C)(C)CC(=O)Nc1ccc(-c2cn3cccnc3n2)cc1	-47	-1.4	-48	-7	-47	-77	-14	-82	-4	13	-8
(more compounds)
SMILES	NCOA2 inhibitor	MC4R barr agon	SRC1 inh	TLR9-MyD88 block	NR2F2 inh	NCOA3 inh	LMP1 NFkB inh	LRH-1 inv ag	ABHD5 PLIN5 PPI	MC4R antagonist	NOD2 RIPK2 PPI
Cc1ccc(NC(=O)C2CC(=O)Nc3nc4ccccc4n32)c(C)c1 (stereo not given)	13	0.7	-7	6	9	14	10	0	-2	16	3
Cc1nc(NC(=O)CSc2nnc(N)s2)c(Cl)cc1Cl	-17	-1.6	10	-1	7	15	-14	5	2	0	-2
CCCCNC(=S)N/N=C/c1sccc1C	-20	0.1	-26	-1	-6	-12	-6	-40	-2	23	-5
CC(C)(C)NC(=O)CN(Cc1ccco1)C(=O)CCC(=O)Nc1nccs1	-12	-0.2	-3	3	11	-4	3	5	1	5	-6
O=C(CN1C(=O)/C(=C/c2cccc(Br)c2)SC1=S)Nc1cccnc1	-12	-1.0	3	8	8	15	-8	3	-5	10	-2
CC(C)(C)OC(=O)N(Cc1ccccc1)Cc1ccccc1OCc1cccc(NC(=O)c2ccccc2)c1	2	0.5	9	-13	12	-30	8	8	-6	12	-9
COC(=O)c1ccccc1OCC(=O)NC1CCCCC1	-50	0.4	-37	-12	-15	-28	-14	-49	1	9	-1
CC(=O)OC1CC(C)(C)N(OC(=O)CCCN2C(=O)c3ccccc3C2=O)C(C)(C)C1	11	-2.2	-8	-1	11	5	-2	17	-1	-6	-13
Cc1ccc(C)c(NC(=S)N(C)CCc2ccccn2)c1	-5	1.2	2	-10	1	-8	6	1	-1	-9	-5
CCCCSC(=S)N(C)C1CCS(=O)(=O)C1 (stereo not given)	-19	-0.6	-15	8	-16	12	2	12	-1	13	-3
Cc1nc(SCc2ccccc2)c([N+](=O)[O-])[nH]1	-9	-0.7	-9	12	-28	1	3	-7	-3	5	-11
C[N+](C)(CC#N)C/C=C\c1ccccc1	5	-0.9	12	-5	1	12	2	7	-2	5	2
Cc1cc(NC(=O)CCCSc2nc(-c3ccco3)cc(C(F)(F)F)n2)n(-c2ccccc2)n1	-8	-2.1	3	0	11	-31	-9	-9	-5	0	4
Cc1ccc(S(=O)(=O)c2nc(S(C)(=O)=O)sc2N2CCC(O)CC2)cc1	-2	0.5	2	-6	7	1	-12	7	-2	3	-1
O=C(N/N=C/c1ccc(F)cc1)c1ccc(-n2cnnn2)cc1	15	-3.1	-8	-5	-7	0	10	-20	3	4	-4
COc1ccc(Cc2noc(CN3CCCN(C4Cc5ccccc5C4)CC3)n2)cc1OC	-2	-1.1	-12	5	11	-17	1	6	-3	10	-2
CC(C)C1Oc2ccccc2C(=O)N(CC(=O)c2ccc3c(c2)OCCO3)C1=O (stereo not given)	-57	5.1	-66	5	-28	-45	-31	-66	2	2	-13
N#Cc1nc(-c2ccco2)oc1N1CCc2ccccc2C1	-39	-2.2	8	7	1	-2	-2	-19	4	-9	3
C=CCn1c(COc2cccc(C)c2)nnc1SCn1nnc2ccccc2c1=O	-18	-3.0	-21	-7	-12	-4	-12	-30	3	12	-5
O=C(Nc1nnc(-c2ccc3c(c2)CCCC3)o1)c1ccccc1	11	-1.7	10	5	10	-19	26	12	7	0	-1
O=C(/C=C/c1ccccc1)NCC1(c2ccccc2)CCOCC1	-1	-1.2	0	1	3	5	-2	5	-2	10	-1
O=C(O)C1CSC(c2ccccc2)N1C(=O)c1ccco1 (stereo not given)	-2	-0.8	-11	2	8	-11	8	-4	4	6	-2
CCN1CCN(Cc2nnc(-c3ccccc3)o2)CC1	-17	0.2	12	-2	5	-4	2	7	-4	-2	-15
COCCNS(=O)(=O)c1cc(OC)ccc1OC	-1	-3.5	-8	4	-15	6	-10	21	-3	14	5
COc1ccc(-c2nn(-c3ccccc3)cc2/C=N/NC(N)=S)cc1OC	-21	2.3	4	-8	-20	28	10	33	-5	-9	0

For convenience, part of the list above:
SMILES	NCOA2 inhibitor	MC4R barr agon	SRC1 inh	TLR9-MyD88 block	NR2F2 inh	NCOA3 inh	LMP1 NFkB inh	LRH-1 inv ag	ABHD5 PLIN5 PPI	MC4R antagonist	NOD2 RIPK2 PPI
Cc1ccc(NC(=O)C2CC(=O)Nc3nc4ccccc4n32)c(C)c1 (stereo not given)	13	0.7	-7	6	9	14	10	0	-2	16	3
Cc1nc(NC(=O)CSc2nnc(N)s2)c(Cl)cc1Cl	-17	-1.6	10	-1	7	15	-14	5	2	0	-2

(next part)
SMILES	NCOA2 inhibitor	MC4R barr agon	SRC1 inh	TLR9-MyD88 block	NR2F2 inh	NCOA3 inh	LMP1 NFkB inh	LRH-1 inv ag	ABHD5 PLIN5 PPI	MC4R antagonist	NOD2 RIPK2 PPI
CCN(CC)S(=O)(=O)c1cc(C(=O)O)ccc1Cl	-12	-0.1	7	-2	15	3	-4	14	8	12	-6
Cc1c(NC(=O)CSC2=C(C#N)C(c3ccccc3F)CC(=O)N2)c(=O)n(-c2ccccc2)n1C (stereo not given)	-3	0.6	-5	2	4	5	-12	12	0	0	-2
CC(C)C(=O)Nc1cccc(NC(=S)NC(=O)c2cccs2)c1	-8	-0.1	-53	1	-30	-39	-5	-73	3	15	-10
CC1Cc2cc(/C(O)=C3/C(=O)C(=O)N(CCCN4CCOCC4)C3c3ccc(C(C)C)cc3)ccc2O1 (stereo not given)	-14	-3.1	-5	3	4	-6	2	-14	4	8	2
CCN(CCn1cccn1)C(=O)CC1C(=O)NCCN1CCc1ccccc1 (stereo not given)	6	-2.8	-8	5	4	-13	3	16	-9	2	-10
CCN(CC)C(=O)/C(=C/c1cn(S(=O)(=O)N(C)C)c2ccccc12)NC(=O)c1ccc(OC)cc1	0	1.0	13	3	8	15	0	-10	-3	-3	7
COc1ccc(NC(=O)Cn2nnc(-c3ccccc3N)n2)cc1OC	-10	0.7	3	5	19	-5	-24	10	0	1	0
Cc1cc(=O)oc2cc(OC(C)C(=O)O)c(Cl)cc12 (stereo not given)	-21	-0.1	0	10	-3	-4	3	-14	-1	-1	-20
CC(C)c1ccc(C(=O)NCCCNC(=O)c2cnccn2)cc1	-24	0.7	7	-8	0	-17	5	0	13	-3	-8
O=C(CCn1c(=O)oc2ccccc21)N1CCCCCC1	0	-0.5	-31	1	-1	-9	-7	-10	-1	4	-11
CCOC(=O)c1c(NC(=O)COC(=O)Cc2n[nH]c(=O)c3ccccc23)sc(C(=O)NC)c1C	-10	-1.5	-8	-3	-3	17	4	21	-3	-45	-7
COc1ccc(C)cc1NC(=O)Cn1cnc2sc(C)c(S(=O)(=O)N3CCOCC3)c2c1=O	8	-1.4	7	8	9	-3	-7	7	-1	-4	7
Cc1ccc2c(c1)c(-c1ccccc1)nc1nnnn12	11	-0.4	-24	5	3	16	-2	4	5	13	0
O=S(=O)(c1ccc(Cl)cc1)c1cc(O)ccc1O	-6	-0.8	9	-4	-10	3	-4	13	5	1	-8
CC1CCCCC1NC(=O)C1CCN(S(=O)(=O)c2cccc3nsnc23)CC1 (stereo not given)	-16	-0.6	-6	7	-11	24	-8	21	5	3	10
COc1cc(/C=C2\C(C)=C(C#N)c3nc(N)c(C#N)c(C)c32)ccc1OCC(=O)O	-15	-1.5	5	5	-12	-11	14	-25	7	7	-7

This is a subset, so the mix of outcomes need not match the whole.
